PfM18AAP inh – blocks P. falciparum M18 aspartyl aminopeptidase; 1.2% of 290,000 active; recombinant PfM18AAP, H-Glu-NHMec fluorogenic cleavage; AID 1822; inhibition, % at 7.35 µM;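 active means inhibition above the campaign mean inhibition over all tested compounds plus 3 SD, cut at about 28% in these data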;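 further: 0% = plate median of test compound wells and 100% = 2 mM ZnCl2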
IDE cell activ – IDE (human) activation, cell-based; P14735; HEK cells, FAbeta-B cleavage, fluorescence polarization; 0% vehicle, 100% cell-free pure enzyme wells; activation, % at 5.96 µM; 0.073% of 340,000 active;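 active means activation above the mean of all tested compounds plus 3 SD, set per screening campaign, cut at about 17% in these data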
pCIP destab – lowers stability of the mouse p/CIP coactivator protein | Q05BA5 | F442A p/CIP-EGFP cells, EGFP fluorescence, 16 h | decrease of EGFP signal, % at 10 µM | 0.01% of 290,000 active;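 active means EGFP signal decrease of at least 30% at 10 µM or well 3 SD below plate mean, unless failing retest; inactive means the rest, including hits failing retest or dose response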; further: some compounds called inactive have numbers as strong as hits; many of its hits are not listed in these tables
Target sequence (Q05BA5 1-1403): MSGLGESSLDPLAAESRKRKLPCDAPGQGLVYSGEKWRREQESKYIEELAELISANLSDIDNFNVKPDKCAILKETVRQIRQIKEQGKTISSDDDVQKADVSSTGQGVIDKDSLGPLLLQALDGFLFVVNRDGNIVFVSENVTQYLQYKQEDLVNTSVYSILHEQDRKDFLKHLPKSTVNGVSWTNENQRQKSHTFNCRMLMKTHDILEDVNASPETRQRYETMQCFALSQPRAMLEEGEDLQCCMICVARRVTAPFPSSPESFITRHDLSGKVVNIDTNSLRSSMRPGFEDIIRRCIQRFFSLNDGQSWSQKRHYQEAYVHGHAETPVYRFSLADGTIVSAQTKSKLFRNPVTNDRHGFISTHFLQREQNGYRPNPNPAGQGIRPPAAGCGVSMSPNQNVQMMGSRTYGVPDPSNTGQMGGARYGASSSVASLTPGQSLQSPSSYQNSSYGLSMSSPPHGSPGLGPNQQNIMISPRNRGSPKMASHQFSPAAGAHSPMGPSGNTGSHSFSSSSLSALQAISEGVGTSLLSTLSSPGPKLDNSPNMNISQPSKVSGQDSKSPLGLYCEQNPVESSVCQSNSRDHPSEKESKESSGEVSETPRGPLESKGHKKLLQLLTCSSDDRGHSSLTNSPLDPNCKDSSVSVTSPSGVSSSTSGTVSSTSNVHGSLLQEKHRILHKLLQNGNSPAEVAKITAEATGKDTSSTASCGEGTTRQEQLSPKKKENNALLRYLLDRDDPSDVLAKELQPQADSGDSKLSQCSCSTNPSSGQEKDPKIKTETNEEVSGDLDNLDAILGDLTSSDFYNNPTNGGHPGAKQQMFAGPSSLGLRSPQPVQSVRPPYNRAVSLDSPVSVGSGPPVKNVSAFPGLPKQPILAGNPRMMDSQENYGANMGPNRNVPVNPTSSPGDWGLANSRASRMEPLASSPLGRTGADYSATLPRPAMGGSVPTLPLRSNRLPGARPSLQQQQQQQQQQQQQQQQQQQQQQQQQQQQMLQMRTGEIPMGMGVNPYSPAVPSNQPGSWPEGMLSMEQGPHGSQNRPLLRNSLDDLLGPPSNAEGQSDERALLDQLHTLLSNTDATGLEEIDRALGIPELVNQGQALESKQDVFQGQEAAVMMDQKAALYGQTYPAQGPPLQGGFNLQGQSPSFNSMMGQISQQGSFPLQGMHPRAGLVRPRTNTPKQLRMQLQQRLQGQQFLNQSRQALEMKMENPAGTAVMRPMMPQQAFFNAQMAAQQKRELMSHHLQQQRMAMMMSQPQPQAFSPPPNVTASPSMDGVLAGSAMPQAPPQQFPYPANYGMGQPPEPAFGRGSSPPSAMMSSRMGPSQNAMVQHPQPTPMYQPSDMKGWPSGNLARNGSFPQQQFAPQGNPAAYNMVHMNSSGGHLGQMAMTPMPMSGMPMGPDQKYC
NS3 helicase inh – HCV NS3 helicase inhibition; NS3 helicase DNA unwinding, Cy5 molecular beacon fluorescence; inhibition, % at 10.9 µM; 0.56% of 290,000 active;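 active means inhibition above the mean of all tested compounds plus 3 SD, set per campaign, cut at about 35% in these data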;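 further: 0% = DMSO wells and 100% = thioflavine S control wells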
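Assay system – hepatitis C virus NS3 helicase domain fragment enzyme · Buffer or medium – MOPS pH 6.5, MgCl2, DTT, Tween20, BSA · Reagent – Cy5/quencher beacon DNA duplex and ATP to start · Compound – single 10.9 µM dose · Timing – 1 h at 25 °C · Technique – Cy5 beacon fluorescence read at start and 1 h · Measure – % inhibition of unwinding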
IDE inh – cellular human IDE inhibition; P14735; inhibition, % at 5.59 µM; HEK cells, FAbetaB cleavage, fluorescence polarization; AID 434962; 0.41% of 320,000 active;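 active means percent inhibition above the average of all tested compounds plus 3 SD, set per screening campaign, cut at about 16% in these data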;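 further: IDE supplied by intact live HEK cells; FP after avidin binding of uncleaved biotin substrate so inhibition keeps polarization high; 0% = DMSO wells and 100% = 60 µM reference IDE inhibitor Ii1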
VIM-2 inh – blocks Pseudomonas aeruginosa VIM-2 metallo-beta-lactamase. inhibition, % at 5.6 µM. purified VIM-2, nitrocefin hydrolysis, epi-absorbance fluorescence. 0.89% of 290,000 active;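 active means inhibition above the mean of all tested compounds plus 3 SD, cutoff set per screening run, cut at about 7.5% in these data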;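 further: red hydrolysis product quenches plate fluorescence so inhibitors raise well fluorescence; 0% = enzyme with DMSO and 100% = DMSO without enzyme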
IMP-1 inh – inhibitors of Pseudomonas aeruginosa IMP-1 metallo-beta-lactamase; 0.45% of 290,000 active; purified IMP-1, nitrocefin hydrolysis, epi-absorbance fluorescence; inhibition, % at 5.6 µM;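 active means inhibition above the mean plus 3 SD of all compounds in the same screening run, cut at about 4.5% in these data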;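 further: 0% = IMP-1 with DMSO and 100% = DMSO wells lacking enzyme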
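System: purified IMP-1 / Input: IMP-1 dispensed at 0.2 nM / Medium: 50 mM HEPES pH 7.1, 50 µM ZnSO4, 0.05% Brij 35 / Timing: 15 min enzyme–compound preincubation, then 25 min nitrocefin reaction, 25 °C / Technique: plate fluorescence quenching by hydrolysis product, ex 480/em 530 nm / Repeats: singlicate testing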
FID counter – displaces DNA intercalator in HCV helicase counter-screen; inhibition, % at 7.9 µM; 0.17% of 290,000 active; DNA fluorescent intercalator displacement, fluorescence; AID 1845; in the data active means inhibition above about 37%;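 further: 0% = vehicle and 100% = reference compound; higher means more ethidium bromide displaced from hairpin DNA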
SUMO HTRF inh – inhibitors of human SUMOylation (UBC9) | 0.36% of 290,000 active | inhibition, % at 35 µM | HTRF SUMOylation assay, SAE1/SAE2 + UBC9, in vitro | P63279; in the data active means inhibition above about 50%, passing the limit was not always enough; further: strong numbers were not always called active
Active calls of the source: *; . = not tested or not shown.

Results follow in this order: IDE inh	IDE cell activ	IMP-1 inh	FID counter	PfM18AAP inh	SUMO HTRF inh	VIM-2 inh	pCIP destab	NS3 helicase inh
1	C#CCOc1nc2c(c(=O)n(C)c(=O)n2C)n1Cc1ccccc1
    -6	-5	0.2	-17	-3	18	1.1	-4	-4
2	CC1CCCCN1C(=O)COC(=O)/C=C/c1ccc2ccccc2n1 (configuration not stated)
    5	-3	-1.7	-27	2	-3	-1.1	8	1
3	CCc1ccc(-c2ccc(SCC(=O)NCC3CCCO3)nn2)cc1 (configuration not stated)
    -4	4	-3.0	-23	-6	-13	-0.9	-6	-4
4	CC(OC(=O)c1cccc(N2C(=O)c3ccccc3C2=O)c1)C(=O)Nc1ccc(N(C)C)cc1 (configuration not stated)
    -1	-3	-1.3	-3	0	16	-0.6	-6	-5
5	O=C(c1ccc(S(=O)(=O)Nc2ccccc2)cc1)N1CCCC(C(F)(F)F)C1 (configuration not stated)
    -1	-1	-1.4	-32	-13	10	-0.9	-23	-1
6	CCN(CC(=O)Nc1cc(Cl)ccc1OC)CC(=O)NC1CCS(=O)(=O)C1 (configuration not stated)
    4	0	-0.2	1	-1	21	-1.9	-10	-1
7	Cc1onc(-c2ccccc2)c1C(=O)N1CCC(C)CC1
    8	-3	-2.3	-9	-4	-51	-4.3	5	-5
8	CC(C)NC(=S)N1CCN(c2ncccn2)CC1
    1	-2	-2.5	-6	-2	2	-6.4	1	-8
9	Cc1cc(-c2n[nH]c(=S)n2/N=C/C=C/c2ccco2)n[nH]1
    -1	0	-3.0	-11	18	35	-3.8	7	30
10	Cc1cc2oc(=O)cc(CSc3nnc(-c4cccs4)o3)c2cc1C(C)C
    7	8	-2.7	-18	-8	-21	0.8	-9	-3
11	c1ccc(-c2nnc(SCc3nc4ccccc4[nH]3)n2Cc2ccco2)cc1
    9	-6	-1.6	-20	-7	36	0.6	1	0
12	O=C(NNC(=O)C1CCN(Cc2ccccc2)CC1)c1cccs1
    -2	1	-2.8	0	-2	1	-2.4	0	-8
13	Cc1ccccc1OCC(=O)NC(=S)Nc1ccc(Br)c(C)n1
    6	2	-2.7	0	-1	9	-1.1	3	-1
14	Cc1ccc(NC(=O)Nc2ccc3c(c2)OCO3)c(OC(F)F)c1
    .	4	-3.4	-5	-6	7	-2.2	-15	9
15	O=C(/C=C/c1cccs1)NC(=S)Nc1ccc(S(=O)(=O)Nc2ccccc2C(F)(F)F)cc1
    4	3	1.7	-16	-6	22	-1.5	-29	36
16	CC(NC(=O)c1ccc(Cn2cc([N+](=O)[O-])cn2)o1)c1ccccc1 (configuration not stated)
    -4	-4	-3.7	-1	-3	-5	-1.3	-10	4
17	COc1ccc(CC(=O)NNC(=O)c2cccs2)cc1OC
    2	2	0.0	9	0	12	-3.6	-6	1
18	O=C(c1ccco1)N1CCN(C(=O)C2CC(=O)N(c3ccc(Cl)cc3)C2)CC1 (configuration not stated)
    0	7	-3.5	-18	-2	11	-4.6	3	1
19	CCN1C(=O)C(Cc2nc3ccccc3c(=O)n2-c2ccccc2)c2ccccc21 (configuration not stated)
    4	4	-2.3	-38	7	-2	-1.3	-10	-7
20	CCSc1nnc(CNC(=O)C23CC4CC(CC(C4)C2)C3)n1Cc1ccccc1
    7	2	-5.2	-38	4	16	-3.5	-14	5
21	Cc1cccc(N2CCN(C(=O)NC3CCCCC3)CC2)c1C
    4	-5	-3.0	-38	-16	11	-1.9	-8	-1
22	Cc1ccc(C(=O)NCCCCNC(=O)c2ccc(C)o2)o1
    4	11	-4.7	1	1	14	-1.7	-15	-4
23	C=CCn1c(=O)c2ccccc2n2c(SCC(=O)NCCc3ccccc3)nnc12
    -1	1	-2.8	-3	0	22	-0.6	-6	4
24	CCOC(=O)c1cc(NC(=O)N(CC)C2CCCCC2)c(C)nc1C
    3	5	-5.3	-9	2	18	-6.0	1	4
25	CN1CCC(C(=O)N2CCCC(C(=O)c3ccc4c5c(cccc35)CC4)C2)CC1 (configuration not stated)
    -4	4	-1.9	17	1	17	4.5	-2	3
26	CCc1ccc(/C=C(\C)C(=O)c2c(C)cc(C)[nH]c2=O)cc1
    -5	-1	0.6	-28	4	-2	1.5	10	11
27	Cc1cccc(NC(=O)CN(C)S(=O)(=O)c2ccc(Br)cc2)n1
    0	3	-1.5	-11	-4	-6	-4.0	-4	-1
28	COc1ccc(C(=O)CC(=O)C(=O)Nc2c(C)cccc2C)cc1
    -1	-2	-2.2	-25	0	19	-2.1	-6	13
29	Cc1occc1-c1nnc(SCC(=O)N2CCN(c3ccccc3)CC2)n1C
    8	1	-0.4	-17	-10	-9	-0.6	-5	-3
30	CC1Cn2c(nnc2-c2ccc(F)cc2)S1 (configuration not stated)
    -1	2	.	.	.	-7	.	0	.
31	Cc1cc(OCC(=O)NCCCN2CCOCC2)c2c(C)c(C)c(=O)oc2c1
    -5	9	-5.6	7	2	26	26*	-21	12
32	O=C(NNS(=O)(=O)c1ccccc1)c1csc(-c2cccnc2)n1
    5	4	-1.1	-7	5	7	-0.8	-2	-11
33	Cc1ccc(-n2c(-c3cn(C)nc3C)n[nH]c2=S)cc1
    6	.	-4.8	-9	20	-1	8.9*	-5	10
34	COc1ccccc1CN1CCN(C(=O)c2ccco2)CC1
    -1	2	-1.8	7	2	12	-1.4	-11	5
35	COCCNC(=O)C(c1ccc(F)cc1)N(C(=O)CCC(=O)Nc1nccs1)c1cccc(C)c1 (configuration not stated)
    0	2	-1.1	-38	-2	6	0.7	-3	-4
36	Cc1ccc2nc(NC(=O)C3CC(=O)N(Cc4ccco4)C3)sc2c1 (configuration not stated)
    -1	2	-0.5	-23	-1	12	-2.4	-1	2
37	COc1ccc(C(c2c(C)n(C)n(-c3ccccc3)c2=O)c2c(C)n(C)n(-c3ccccc3)c2=O)cc1
    4	-1	-2.4	-26	-1	14	-1.7	-1	7
38	CS(=O)(=O)c1ccc2nc(NC(=O)c3cccc(NS(=O)(=O)c4ccc(F)c(F)c4)c3)sc2c1
    3	6	-4.0	-5	3	11	-3.6	-2	-71
39	CCC(CC)C(=O)Nc1cc([N+](=O)[O-])ccc1Cl
    1	6	-3.1	0	-2	6	-4.8	-2	5
40	C/C(CC(=O)NCCCN1CCOCC1)=N\NC(=O)COc1ccc(Cl)cc1
    4	0	-2.4	-2	6	3	-2.6	-18	-2
41	CCn1c(SCC(=O)NNC(=O)c2ccc(OC)cc2)nnc1-c1cccnc1
    1	5	-2.0	-4	2	3	-3.9	-1	-2
42	COc1cccc(NC(=O)N2CCN(c3cccc(C)c3C)CC2)c1
    16*	-1	-3.9	-31	3	7	-5.7	-9	-1
43	Cc1ccc(C(=O)N2CCCC(CCC(=O)N3CCN(c4ccccn4)CC3)C2)cn1 (configuration not stated)
    -6	-5	-2.0	-28	-8	18	-1.1	-4	11
44	COc1cc(OC)cc(N(C(=O)c2snc(C(N)=O)c2N)C(C(=O)NCC2CCCO2)c2ccc(C)o2)c1 (configuration not stated)
    -1	5	-4.1	-38	6	13	-3.2	-16	-3
45	CC1(C)CC(=O)C2=C(C1)OC(N)=C(C#N)C2c1ccccc1OC(=O)N1CCOCC1 (configuration not stated)
    1	4	-1.0	-2	-13	0	-1.5	-4	-2
46	O=C1NC(=O)/C(=C\c2ccc(OCc3ccccc3)cc2)S1
    -2	5	-3.8	-9	-1	22	-3.6	-18	3
47	CC(Nc1nc(-c2ccncc2)nc2ccccc12)c1ccccc1 (configuration not stated)
    7	1	-2.5	-27	2	0	-3.0	-8	-10
48	Cc1c(OC(C)C(=O)O)ccc2c(-c3ccccc3)cc(=O)oc12 (configuration not stated)
    -1	-2	-0.7	-26	-8	19	0.4	-4	8
49	Cc1ccc(C(O)c2nccn2C)o1 (configuration not stated)
    3	-4	-1.7	0	-10	9	-0.7	-18	1
50	C=CCn1c(SCC(=O)N2CCN(c3ccccc3)CC2)nc2c([nH]c3ccccc32)c1=O
    2	2	-0.5	-9	-6	25	1.0	-10	-7
51	COc1ccc(C(=O)C=CNNC(=O)c2ccc(Cl)cc2)cc1
    6	4	-4.5	-6	6	-18	-3.9	-5	13
52	CCOC(=O)CSc1nc2ccc(NC(=O)CSc3nnnn3Cc3ccccc3)cc2s1
    2	4	-5.7	-17	5	9	-2.7	-21	11
53	Cc1nn2c(-c3cccnc3)ccnc2c1-c1ccccc1
    11	-1	-1.7	-13	12	5	3.8	-1	-8
54	Cc1c(NC=C(C#N)C#N)c(=O)n(-c2ccccc2)n1C
    5	2	-1.8	0	-7	13	-1.8	-7	6
55	COCCCOc1ccnc(CS(=O)c2nc3ccccc3[nH]2)c1C (configuration not stated)
    .	.	1.2	-4	31*	2	-0.9	14	24
56	COC(=O)c1nn(-c2ccc(C)cc2)ccc1=O
    5	3	-1.6	0	-3	21	-1.0	2	7
57	O=C(O)CSCC(=O)Nc1cc(C(F)(F)F)ccc1Cl
    -2	4	-1.7	1	3	16	-3.4	-4	6
58	CCc1cc2ccc(C)cc2nc1SCC(=O)NC1CCCC1
    3	-1	-3.1	-9	-2	-4	0.0	0	3

Shown screen by screen: part of the list above
45: CC1(C)CC(=O)C2=C(C1)OC(N)=C(C#N)C2c1ccccc1OC(=O)N1CCOCC1 (configuration not stated)
46: O=C1NC(=O)/C(=C\c2ccc(OCc3ccccc3)cc2)S1
entry no. | 45 | 46
IDE inh | 1 | -2
IDE cell activ | 4 | 5
IMP-1 inh | -1.0 | -3.8
FID counter | -2 | -9
PfM18AAP inh | -13 | -1
SUMO HTRF inh | 0 | 22
VIM-2 inh | -1.5 | -3.6
pCIP destab | -4 | -18
NS3 helicase inh | -2 | 3
